CHOP inh – inhibitors of CHOP promoter induction, primary screen, cell-based, unfolded protein response, luciferase reporter | 220,000 tested, 3.8% active | CHO-K1 CHOP-promoter luciferase, tunicamycin-induced, 15-18 h | AID 2732, 2010 | inhibition, % at 10 µM;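 active = compounds that reduced the stress-induced luciferase reporter signal by more than about 70% of percent inhibition, limit read from the data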;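 also: 0% = tunicamycin plus vehicle and 100% = wells without tunicamycin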
PGE2 EP2 inh – human EP2 receptor antagonists, primary screen, TR-FRET cAMP, C6 glioma cells | Prostaglandin E2 receptor EP2 subtype (Homo sapiens), P43116 | C6 glioma cells expressing human EP2; cells stimulated with saturating PGE2 | inhibition, % at 25 µM | 260,000 tested, 0.52% active | AID 1422, 2008;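 active = percent inhibition above 40 after rounding to a whole number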;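 also: rat C6 glioma host cells with rolipram phosphodiesterase inhibitor present; the protocol text gives 20 µM as final concentration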
Target sequence (P43116 whole entry, looked up): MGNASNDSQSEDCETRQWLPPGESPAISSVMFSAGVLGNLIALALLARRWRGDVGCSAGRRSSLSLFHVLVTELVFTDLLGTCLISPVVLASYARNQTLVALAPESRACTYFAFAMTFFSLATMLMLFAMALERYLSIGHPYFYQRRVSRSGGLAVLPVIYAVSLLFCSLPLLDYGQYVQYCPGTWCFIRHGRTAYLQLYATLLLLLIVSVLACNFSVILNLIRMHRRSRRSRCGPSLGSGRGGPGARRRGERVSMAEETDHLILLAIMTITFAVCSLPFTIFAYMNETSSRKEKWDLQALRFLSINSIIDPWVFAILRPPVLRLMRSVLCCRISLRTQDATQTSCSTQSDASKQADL
FXIa inh 1536 – human FXIa protease inhibitors, primary screen, biochemical, 1536-well. 220,000 tested, 0.14% active. purified FXIa, Boc-Glu-Ala-Arg-AMC fluorogenic substrate. Coagulation factor XI (Homo sapiens), P03951. inhibition, % at 5 µM;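 active = inhibition of at least 40%; inactive = inhibition below 40%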;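 also: fluorescence of freed AMC excited at 355 nm; 0% = enzyme without compound and 100% = no enzyme blank; many of its hits are not listed in these tables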
FXIIa inh 1536 – human FXIIa protease inhibitors, primary screen, biochemical, 1536-well; Coagulation factor XII (Homo sapiens), P00748; purified FXIIa, Boc-QGR-AMC fluorogenic substrate, 2 h; inhibition, % at 5 µM; 220,000 tested, 0.3% active; AID 800, 2007; in the data active = inhibition above about 40%;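 also: 0% = enzyme with no compound and 100% = blank without enzyme; many of its hits are not listed in these tables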
TbHK1 inh – Trypanosoma brucei hexokinase 1 inhibitors, primary screen, biochemical, G6PDH-coupled NADH absorbance, MLSCN library. AID 1430, 2008. 220,000 tested, 0.11% active. inhibition, % at 10 µM. recombinant TbHK1, G6PDH-coupled NADH A340;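 active = inhibition of 50% or more in the single-dose primary screen; inactive = inhibition below 50%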
Wee1 degr inh – Wee1 degradation inhibitors, primary screen, cell-based, HeLa, Wee1K328M-luciferase, luminescence. Wee1-like protein kinase (Homo sapiens), P30291. HeLa Luc-Wee1K328M stability; 100% = proteasome inhibitor MG132 effect. reporter increase, % at 5 µM. 220,000 tested, 1.2% active. AID 1321, 2008;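 active = activation above the mean of all tested compounds plus 3 SD, set per screening run, cut at about 8.8% in these data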;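 also: cells exposed to compound for 20 h before luminescence read; 0% = DMSO alone and 100% = MG132 at 30 µM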
Target sequence (P30291 whole entry K328M): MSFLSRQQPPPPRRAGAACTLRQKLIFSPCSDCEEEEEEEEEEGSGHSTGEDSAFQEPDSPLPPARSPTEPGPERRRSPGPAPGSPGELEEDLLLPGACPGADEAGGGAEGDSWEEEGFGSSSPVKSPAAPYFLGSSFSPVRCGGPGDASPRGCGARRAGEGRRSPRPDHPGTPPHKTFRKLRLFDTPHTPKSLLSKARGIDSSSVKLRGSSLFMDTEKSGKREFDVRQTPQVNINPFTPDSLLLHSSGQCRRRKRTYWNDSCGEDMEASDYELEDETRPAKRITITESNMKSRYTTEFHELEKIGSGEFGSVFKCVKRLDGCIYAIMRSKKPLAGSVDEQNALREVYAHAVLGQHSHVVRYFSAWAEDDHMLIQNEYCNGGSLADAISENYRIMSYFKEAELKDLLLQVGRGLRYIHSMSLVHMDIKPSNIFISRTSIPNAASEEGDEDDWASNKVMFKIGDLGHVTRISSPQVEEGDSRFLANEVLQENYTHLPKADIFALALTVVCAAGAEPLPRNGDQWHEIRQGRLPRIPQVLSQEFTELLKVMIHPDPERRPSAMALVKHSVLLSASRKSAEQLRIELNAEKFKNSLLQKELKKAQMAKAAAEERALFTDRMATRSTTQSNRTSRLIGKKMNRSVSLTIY
PPC-1+TRAIL kill – compounds killing PPC-1 cancer cells with TRAIL present, primary screen, TRAIL potentiator project, ATPLite luminescence, uHTS; PPC-1 cells + TRAIL, ATPLite viability luminescence; cell killing (% activity), % at 4 µM; 220,000 tested, 0.41% active;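 active = cell killing above 50% in the first pass at 4 µM, then a duplicate retest at 5 µM averaging 50% or more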;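 also: plate controls were cells with TRAIL plus DMSO for no effect and medium-only wells lacking cells for full effect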
zVAD death inh – inhibitors of zVAD-triggered necroptosis, primary screen, L929 cells; L929 zVAD necroptosis rescue, ATP luminescence, 24 h; with zVAD 60 µM; viability rescue, % at 10 µM; 220,000 tested, 0.38% active; AID 1377, 2008;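 active = activation, scaled between plate controls, above about 75%, limit read from the data; inactive = activation under that limit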;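 also: 0% = zVAD with DMSO and 100% = DMSO alone without zVAD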
TNF necrop inh – inhibitors of TNF-alpha triggered necroptosis, primary screen, cell-based, Jurkat FADD-/-, single concentration; Jurkat FADD-/- TNF necroptosis rescue, ATP luminescence, 24 h; 0 = TNF only, 100 = no-TNF cells; activation (protection from cell death), % at 10 µM; 220,000 tested, 0.068% active;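 active = activation, meaning protection from cell death, of at least 50% relative to plate controls; inactive = activation below 50%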;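 also: necroptosis triggered by 40 ng/mL TNF-alpha added together with compound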
Numbers without * were called inactive. An excerpt. The share of hits here may be higher or lower than overall.

Screening CCSc1cc(N2CCOCC2)nc(-c2ccccc2)n1 returned CHOP inh 48, PGE2 EP2 inh 4, FXIa inh 1536 -2, FXIIa inh 1536 -4, TbHK1 inh 4, Wee1 degr inh -3, PPC-1+TRAIL kill 11, zVAD death inh 1.3 and TNF necrop inh -0.1.
Screening O=C(NN1C(=O)c2ccc(-c3ccc4c(c3)C(=O)N(NC(=O)c3cccnc3)C4=O)cc2C1=O)c1cccnc1 returned CHOP inh -12, PGE2 EP2 inh 4, FXIa inh 1536 6, FXIIa inh 1536 14, TbHK1 inh 5, Wee1 degr inh -2, PPC-1+TRAIL kill 13, zVAD death inh 0.4 and TNF necrop inh 0.3.
CCc1cccc(CC)c1NC(=O)COC(=O)C1(C)CC1(Cl)Cl (stereo not given) was read as CHOP inh 30, PGE2 EP2 inh 6, FXIa inh 1536 4, FXIIa inh 1536 8, TbHK1 inh 0, Wee1 degr inh 1, PPC-1+TRAIL kill 24, zVAD death inh 0.6 and TNF necrop inh -2.3.
`CCc1nnc(NC(=O)c2ccc(S(=O)(=O)N3CCCc4ccccc43)cc2)o1` gave CHOP inh 11, PGE2 EP2 inh 5, FXIa inh 1536 -4, FXIIa inh 1536 34, TbHK1 inh 5, Wee1 degr inh -2, PPC-1+TRAIL kill 21, zVAD death inh -0.9 and TNF necrop inh -2.7.
`CC(C)(C)OC(=O)[C@H](Cc1ccccc1)NC(=O)c1[nH]cnc1C(=O)Nc1cccc(Cl)c1` gave CHOP inh 29, PGE2 EP2 inh 27, FXIa inh 1536 -1, FXIIa inh 1536 6, TbHK1 inh -29, PPC-1+TRAIL kill 7, zVAD death inh 0.6 and TNF necrop inh 2.9.
`O=C(Cn1c(NCCCO)nc2ccccc21)c1cccs1` gave PGE2 EP2 inh 6, TbHK1 inh -1, Wee1 degr inh -2, zVAD death inh 0.1 and TNF necrop inh -0.4.
Screening CC1N(O)C(c2ccc(Cl)cc2Cl)N(O)C1(C)C (stereo not given) returned CHOP inh 10, PGE2 EP2 inh 9, FXIa inh 1536 -4, FXIIa inh 1536 7, TbHK1 inh -6, Wee1 degr inh -1, zVAD death inh 2.8 and TNF necrop inh -0.2.
CCNC(=S)NNC(=S)NCc1ccccc1 was read as CHOP inh 18, PGE2 EP2 inh 8, FXIa inh 1536 5, FXIIa inh 1536 12, TbHK1 inh 4, Wee1 degr inh 5, PPC-1+TRAIL kill 36, zVAD death inh 1.6 and TNF necrop inh 1.9.
FC(F)(F)c1ccc(C2NCCc3sccc32)cc1 (stereo not given) was read as CHOP inh 10, PGE2 EP2 inh 6, FXIa inh 1536 2, FXIIa inh 1536 14, TbHK1 inh -3, Wee1 degr inh 0, PPC-1+TRAIL kill 26, zVAD death inh -0.5 and TNF necrop inh 0.3.
For Cn1nc(-c2ccc(Cl)cc2)c2cc(C(=O)N3CCOCC3)sc21 the results were CHOP inh 41, PGE2 EP2 inh 14, FXIa inh 1536 -2, FXIIa inh 1536 6, TbHK1 inh -8, Wee1 degr inh 1, PPC-1+TRAIL kill -2, zVAD death inh 0.6 and TNF necrop inh -1.7.
`COc1ccc(-c2noc(-c3cc4ccccc4oc3=O)n2)cc1` gave CHOP inh -25, FXIa inh 1536 -3, FXIIa inh 1536 5, TbHK1 inh -8, Wee1 degr inh 3, PPC-1+TRAIL kill 14, zVAD death inh 0.6 and TNF necrop inh 0.0.
COc1cc2[nH]c(=O)n(CCC(=O)N3CCC(N4CCCCC4)CC3)c(=O)c2cc1OC was read as CHOP inh 6, PGE2 EP2 inh 7, FXIa inh 1536 -3, FXIIa inh 1536 -7, TbHK1 inh -8, Wee1 degr inh 5, PPC-1+TRAIL kill 2, zVAD death inh 0.1 and TNF necrop inh -1.9.
Cc1ccc(CN2CCC(c3cc(-c4cccs4)n[nH]3)CC2)cc1 was read as CHOP inh 22, PGE2 EP2 inh 8, FXIa inh 1536 -6, FXIIa inh 1536 1, TbHK1 inh -5, Wee1 degr inh -3, PPC-1+TRAIL kill 9, zVAD death inh -0.6 and TNF necrop inh 1.0.
Cc1ccc(Nc2nc(N/N=C\c3ccc4c(c3)OCO4)nc(N3CCOCC3)n2)cc1 was read as CHOP inh -18, PGE2 EP2 inh 6, FXIa inh 1536 -1, FXIIa inh 1536 7, TbHK1 inh -28, Wee1 degr inh 2, PPC-1+TRAIL kill 25, zVAD death inh -2.1 and TNF necrop inh 4.4.
For Nc1ccc(Sc2cnn(-c3ccccc3)c(=O)c2Cl)cc1 the results were CHOP inh 61, PGE2 EP2 inh 12, FXIa inh 1536 3, FXIIa inh 1536 8, TbHK1 inh -7, Wee1 degr inh -4, PPC-1+TRAIL kill 9, zVAD death inh -0.3 and TNF necrop inh -3.7.
`CCCNc1sc(S(=O)(=O)CCC)nc1S(=O)(=O)c1ccc(C)cc1` gave CHOP inh 14, PGE2 EP2 inh 6, FXIa inh 1536 -9, FXIIa inh 1536 4, TbHK1 inh -6, Wee1 degr inh -2, PPC-1+TRAIL kill 13, zVAD death inh -0.3 and TNF necrop inh -2.0.
`Nc1cccnc1Sc1cccc(Cl)c1` gave CHOP inh 7, PGE2 EP2 inh 7, FXIa inh 1536 -1, FXIIa inh 1536 11, TbHK1 inh -1, Wee1 degr inh 1, PPC-1+TRAIL kill 0, zVAD death inh 0.2 and TNF necrop inh 2.7.
For Cc1ccc(S(=O)(=O)N2CCCC2C(=O)N2CCCCCC2)cc1 (stereo not given) the results were CHOP inh -4, PGE2 EP2 inh 8, FXIa inh 1536 7, FXIIa inh 1536 2, TbHK1 inh 2, Wee1 degr inh -1, PPC-1+TRAIL kill 16, zVAD death inh 0.9 and TNF necrop inh 0.6.
`COc1cccc(C(=O)NCCC2=CCCCC2)c1OC` gave CHOP inh 7, PGE2 EP2 inh 20, FXIa inh 1536 0, FXIIa inh 1536 10, TbHK1 inh 0, Wee1 degr inh 2, PPC-1+TRAIL kill 14, zVAD death inh 0.4 and TNF necrop inh -0.1.
O=[N+]([O-])c1cc(Cl)ccc1NCCNc1ncc(C(F)(F)F)cc1Cl was read as CHOP inh 31, PGE2 EP2 inh 10, FXIa inh 1536 6, FXIIa inh 1536 5, TbHK1 inh -7, Wee1 degr inh 2, PPC-1+TRAIL kill 16, zVAD death inh 0.8 and TNF necrop inh -0.9.
`Cc1nnc(SCCn2c(N3CCCCCC3)nc3c2c(=O)[nH]c(=O)n3C)s1` gave CHOP inh 2, PGE2 EP2 inh 7, FXIa inh 1536 0, FXIIa inh 1536 0, TbHK1 inh -2, Wee1 degr inh 2, PPC-1+TRAIL kill 9, zVAD death inh -0.1 and TNF necrop inh -2.6.
`NC(=O)c1cc2ccccc2o/c1=N/NC(=O)c1cccs1` gave CHOP inh -4, PGE2 EP2 inh 11, FXIa inh 1536 3, FXIIa inh 1536 4, TbHK1 inh -8, Wee1 degr inh 5, PPC-1+TRAIL kill 3, zVAD death inh 6.2 and TNF necrop inh -0.7.
Screening O=C(NCc1ccccc1)c1cnc(-c2ccccn2)nc1C(F)(F)F returned CHOP inh 2, PGE2 EP2 inh 5, FXIa inh 1536 -1, FXIIa inh 1536 10, TbHK1 inh -10, Wee1 degr inh -2, PPC-1+TRAIL kill 8, zVAD death inh -0.2 and TNF necrop inh 0.1.
Screening CC1(C(=O)NC2CCCC2)CCC(=O)N1Cc1ccc2c(c1)OCO2 (stereo not given) returned CHOP inh 5, PGE2 EP2 inh 4, FXIa inh 1536 15, FXIIa inh 1536 26, TbHK1 inh -10, Wee1 degr inh -1, PPC-1+TRAIL kill -8, zVAD death inh 1.2 and TNF necrop inh 0.8.
For CC(=O)c1c(C)[nH]c(=S)c(C#N)c1-c1ccc(F)cc1 the results were CHOP inh 10, PGE2 EP2 inh 11, FXIa inh 1536 3, FXIIa inh 1536 9, TbHK1 inh -17, Wee1 degr inh -1, PPC-1+TRAIL kill 1, zVAD death inh -1.0 and TNF necrop inh -0.7.
Screening Cc1ccc(/C=C2\SC(=S)N(/N=C/c3cc([N+](=O)[O-])ccc3O)C2=O)o1 returned CHOP inh 18, PGE2 EP2 inh 10, FXIa inh 1536 -4, FXIIa inh 1536 0, TbHK1 inh 44, Wee1 degr inh -1, PPC-1+TRAIL kill 8, zVAD death inh 0.9 and TNF necrop inh -2.4.
For CC(Oc1ccc(Cl)cc1Cl)C(=O)NCCN1CCOCC1 (stereo not given) the results were CHOP inh 18, PGE2 EP2 inh 14, FXIa inh 1536 -6, FXIIa inh 1536 9, TbHK1 inh 0, Wee1 degr inh -1, PPC-1+TRAIL kill 25, zVAD death inh 0.3 and TNF necrop inh -2.3.
Screening O=[N+]([O-])c1ccc(O)c(C=Nc2ccc3oc(Cc4ccc(Cl)cc4)nc3c2)c1 returned CHOP inh 43, PGE2 EP2 inh 4, FXIa inh 1536 2, FXIIa inh 1536 3, TbHK1 inh -18, Wee1 degr inh -3, PPC-1+TRAIL kill 27, zVAD death inh -0.3 and TNF necrop inh -5.3.
`O=C(N1CCCCC1)N1CCN(C(=O)N2CCCCC2)CC1` gave CHOP inh -10, PGE2 EP2 inh 7, FXIa inh 1536 7, FXIIa inh 1536 1, TbHK1 inh -5, Wee1 degr inh -4, PPC-1+TRAIL kill 20, zVAD death inh 0.7 and TNF necrop inh -1.0.
N=c1ccccn1CC(O)COc1ccccc1 (stereo not given) was read as CHOP inh 19, PGE2 EP2 inh 16, FXIa inh 1536 -13, FXIIa inh 1536 -2, TbHK1 inh 2, Wee1 degr inh 2, PPC-1+TRAIL kill -8, zVAD death inh 0.6 and TNF necrop inh 0.5.
For COc1cc(N2CCCC2)c(OC)cc1/C=C(/C#N)c1ccc(Br)cc1 the results were CHOP inh -2, PGE2 EP2 inh 12, FXIa inh 1536 8, FXIIa inh 1536 5, TbHK1 inh -15, Wee1 degr inh -1, PPC-1+TRAIL kill -6, zVAD death inh 0.3 and TNF necrop inh -0.4.
Nc1nnnn1/N=C/c1cc([N+](=O)[O-])ccc1O was read as CHOP inh 6, PGE2 EP2 inh 6, FXIa inh 1536 6, FXIIa inh 1536 18, TbHK1 inh -31, Wee1 degr inh 5, PPC-1+TRAIL kill 11, zVAD death inh -0.5 and TNF necrop inh -0.6.
`Cc1ccc(C)c(CSC2=NCCN2C(=O)Cc2ccc([N+](=O)[O-])cc2)c1` gave CHOP inh 33, PGE2 EP2 inh 10, FXIa inh 1536 2, FXIIa inh 1536 6, TbHK1 inh 0, Wee1 degr inh -3, PPC-1+TRAIL kill 2, zVAD death inh 1.4 and TNF necrop inh -1.3.
For CCC(=O)n1nc(-c2ccc(OC)cc2)nc1NCc1cccs1 the results were CHOP inh 30, PGE2 EP2 inh 7, FXIa inh 1536 1, FXIIa inh 1536 7, TbHK1 inh -3, Wee1 degr inh 6, PPC-1+TRAIL kill 14, zVAD death inh 76* and TNF necrop inh 1.9.
